TEAD-YAP block – TEAD-YAP interaction inhibition; HEK-TIYL cells, TEAD-Gal4/YAP UAS-luciferase luminescence; inhibition, % at 9.12 µM; 1.4% of 640,000 active; AID 1259422; in the data active means inhibition above about 32%;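 further: 0% = median of test compound wells and 100% = reference inhibitor wells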
GPR151 ag – activates the human receptor GPR151; PathHunter beta-arrestin GPR151 cells, luminescence; 1% of 650,000 active; Q8TDV0; activation, % at 11.2 µM; in the data active means activation above about 4.9%;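 further: 0% = median of compound wells and 100% = cells with positive control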
Target sequence (Q8TDV0 whole entry, looked up): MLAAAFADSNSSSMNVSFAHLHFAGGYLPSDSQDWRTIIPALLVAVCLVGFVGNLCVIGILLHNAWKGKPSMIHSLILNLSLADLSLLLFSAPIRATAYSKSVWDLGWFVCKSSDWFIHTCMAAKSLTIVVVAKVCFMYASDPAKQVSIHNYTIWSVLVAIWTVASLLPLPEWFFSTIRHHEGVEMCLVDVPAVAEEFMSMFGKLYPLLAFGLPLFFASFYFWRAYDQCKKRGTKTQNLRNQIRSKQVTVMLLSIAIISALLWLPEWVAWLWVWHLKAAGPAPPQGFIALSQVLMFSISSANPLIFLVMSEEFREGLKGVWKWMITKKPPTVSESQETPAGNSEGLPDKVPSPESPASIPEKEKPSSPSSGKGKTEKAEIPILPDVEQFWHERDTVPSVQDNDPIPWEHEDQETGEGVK
FBW7 act – human FBW7 E3 ligase activation, primary screen; AID 1259310; 0.13% of 650,000 active; normalized activity (activation), % at 26.1 µM; AlphaScreen FBW7–phospho-cyclin E peptide binding, activator screen; Q969H0; in the data active means normalized activity above about 1.9%;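 further: purified mutant Fbw7 with reduced substrate affinity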
MITF inh – human MITF inhibition, primary screen; inhibition, % at 2.6 µM; 0.91% of 650,000 active; AID 1259374; O75030; AlphaScreen MITF homodimerization, bead proximity signal; in the data active means inhibition above about 50%;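 further: 0% = vehicle wells with protein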
Target sequence (O75030 whole entry, looked up): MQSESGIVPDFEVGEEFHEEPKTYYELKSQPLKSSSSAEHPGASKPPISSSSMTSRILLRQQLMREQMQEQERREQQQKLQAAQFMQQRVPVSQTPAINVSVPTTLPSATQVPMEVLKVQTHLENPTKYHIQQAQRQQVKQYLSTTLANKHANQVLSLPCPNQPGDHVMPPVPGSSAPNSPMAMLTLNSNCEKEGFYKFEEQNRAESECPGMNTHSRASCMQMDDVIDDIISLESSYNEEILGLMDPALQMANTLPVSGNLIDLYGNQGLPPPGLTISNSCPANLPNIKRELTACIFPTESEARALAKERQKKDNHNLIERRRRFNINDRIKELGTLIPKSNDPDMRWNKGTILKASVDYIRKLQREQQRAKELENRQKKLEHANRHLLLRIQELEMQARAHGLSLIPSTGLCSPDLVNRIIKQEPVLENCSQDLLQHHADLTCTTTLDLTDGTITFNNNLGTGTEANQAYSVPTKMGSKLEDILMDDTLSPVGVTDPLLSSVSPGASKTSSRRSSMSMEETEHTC
Starred values were filed as active, the others as inactive; x = not tested or not shown.

SMILES | TEAD-YAP block | GPR151 ag | FBW7 act | MITF inh
CC(=O)c1ccc(OCC(O)CN(CCO)CCO)cc1 (configuration not stated) | -4.9 | -1.1 | -0.1 | -8.5
Cc1cc(Cl)cc(Br)c1OCCCN1CCN(C)CC1 | 0.9 | 1.3 | 0.2 | 32.6
O=C(O)c1cc2c(=O)oc3ccccc3c2s1 | -4.7 | -0.2 | 0.2 | 11.0
CC(C)c1ccc(CNC(=O)CSCC(=O)Nc2ccccc2)cc1 | -11.1 | -1.1 | 0.1 | 2.6
N#Cc1ccccc1/C=C/C(=O)NCCO | -4.4 | 2.7 | 0.2 | 7.5
CCCCN1C(=O)CN(C2CCCCCC2)C(=O)C1c1ccc(OCCC)c(OC)c1 (configuration not stated) | -2.2 | 1.4 | -0.2 | 3.4
Cc1ccc(S(=O)(=O)N2CCN(CCNC(=O)c3ccccc3)CC2)cc1 | 1.9 | 0.5 | 0.0 | -2.8
CCCCC(C(=O)Nc1cccc(C)c1)N1C(=O)c2ccccc2C1=O (configuration not stated) | -0.6 | -1.4 | -0.1 | -20.7
COCCN1C(=O)C(O)=C(C(=O)c2cc3ccccc3o2)C1c1cccc([N+](=O)[O-])c1 (configuration not stated) | 8.4 | 5.7* | 0.1 | 9.7
COc1ccccc1C(=O)Nc1nn2c(-c3cccs3)nnc2s1 | -5.7 | 1.2 | -0.1 | 3.3
Cc1cc(Br)ccc1OCCCNCCN | 2.8 | -1.5 | -0.1 | 17.3
O=C(c1ccc(CN2CCCCC2)o1)N1CCCC1c1nc2ccccc2[nH]1 (configuration not stated) | -3.0 | -1.7 | 0.1 | 11.1
COc1ccc(-c2cc(C(F)(F)F)n3nc(C(N)=O)c(Br)c3n2)cc1 | 6.7 | -0.2 | 0.0 | 4.2
CCN1C(=O)C(=Cc2ccc(-c3ccc([N+](=O)[O-])cc3)o2)C(=O)N(CC)C1=S | -4.7 | -0.6 | 0.0 | 16.1
COc1ccc2cc(-c3ccc([N+](=O)[O-])cc3)c(=O)oc2c1 | -33.6 | 3.7 | -0.1 | -7.2
O=C(NNS(=O)(=O)c1ccc([N+](=O)[O-])cc1)c1ccc(O)cc1 | 1.1 | -1.3 | -0.3 | -12.5
CCOc1ccc(NC(=O)CSc2nc3nc(C)c(Cc4ccccc4C)c(C)n3n2)cc1 | 4.7 | 1.0 | 0.0 | 5.5
O=C1N[C@@H](Cc2ccc(Cl)cc2)C(=O)N2C[C@@H](NCc3ccccc3)C[C@@H]12 | 5.8 | 3.5 | 0.1 | 12.5
Cc1ccc2c(c1)NC(=O)C(CC(=O)NC1CCCCCC1)O2 (configuration not stated) | 2.0 | -0.2 | -0.1 | 1.8
Cc1cccc(CN2CCN(C3CCCC3)C(CCO)C2)n1 (configuration not stated) | 0.4 | -0.6 | -0.1 | -8.4

Reprinted from the part before: 3 compounds, then new ones.
SMILES | TEAD-YAP block | GPR151 ag | FBW7 act | MITF inh
O=C1N[C@@H](Cc2ccc(Cl)cc2)C(=O)N2C[C@@H](NCc3ccccc3)C[C@@H]12 | 5.8 | 3.5 | 0.1 | 12.5
Cc1ccc2c(c1)NC(=O)C(CC(=O)NC1CCCCCC1)O2 (configuration not stated) | 2.0 | -0.2 | -0.1 | 1.8
Cc1cccc(CN2CCN(C3CCCC3)C(CCO)C2)n1 (configuration not stated) | 0.4 | -0.6 | -0.1 | -8.4
Cc1cc(C)c(C2=NON3N(C(=O)c4ccc(F)cc4)c4ccccc4N23)c(C)c1 | -3.0 | 0.8 | 0.1 | 9.4
CCOCCCNC(=O)c1cc(-c2ccccn2)nc2ccccc12 | 8.9 | -0.2 | -0.1 | -17.3
CO[C@@H]1COC(=O)[C@@H](C)COC(=O)[C@H](COCc2ccccc2)NC(=O)C/C=C/C1C (some centres not stated) | x | 0.7 | 0.4 | 7.5
COc1ccc(NC(=O)C2=C(C)NC(=S)NC2c2ccc(OC)c(OC)c2)c(OC)c1 (configuration not stated) | 3.6 | 0.0 | 0.0 | 8.1
O=C1c2ccccc2C(=O)c2c(NCCCN(CCO)CCO)cccc21 | 41.0* | 0.6 | -0.6 | 15.3
Cc1ccn2c(CNCC3COCCO3)c(C(=O)N3CCCCCC3)nc2c1 (configuration not stated) | -6.9 | 0.8 | -0.1 | -0.1
N#Cc1c(C(F)(F)F)cc(-c2cccs2)nc1SCCSCc1ccc(Cl)cc1 | -1.3 | -1.2 | 0.1 | 6.3
CN(C(=O)Cc1noc2ccccc12)c1ccccc1 | 0.8 | -1.1 | -0.1 | -7.6
CCCCc1nc2c(c3c1C[C@H](C)OC3)CN(C(=O)c1ccco1)CC2 | x | 0.0 | 0.0 | -4.1
O=C(c1ccco1)N1CCN(C(=S)NCC2CCCO2)CC1 (configuration not stated) | 9.4 | 6.4* | 0.2 | -9.8
CSCCC(NC(C)=O)C(=O)OCC(=O)Nc1nnc(C(C)C)s1 (configuration not stated) | -4.5 | -1.3 | 0.2 | 20.0
CCC1(CC)C(=O)N(CC(=O)OC)C(=O)N(C)C1=S | -0.5 | 1.6 | 0.2 | -4.1
COCCNC(=O)C(=O)NNC(=O)C1CCCCC1 | -1.6 | 0.0 | 0.2 | 13.6
N#C/C(=C\c1cc(Cl)ccc1OCc1ccc(Cl)cc1)c1nn(CCO)c(N)c1C#N | 5.2 | 0.3 | -0.2 | 4.2
COCC(=O)OCC(=O)/C=C1/N(C)c2ccccc2C1(C)C | -9.8 | 0.0 | 0.0 | 2.0
CCc1c(C(=O)N2CCN(c3ccc(Cl)cc3)CC2)[nH]c(C)c1C(C)=O | 12.0 | 0.2 | 0.0 | 15.2
C/C(=N\NC(=O)CCCNc1cccc(C)c1)c1ccncc1 | -6.6 | 2.8 | -0.2 | 3.1
CC(=O)N[C@@H]1c2ccccc2C2(CCN(C(=O)CC(C)(C)C)CC2)[C@H]1OCc1ccccn1 | 2.0 | -0.4 | 0.1 | 8.2
Cn1c(SCC(N)=O)nc2scc(-c3ccc(F)cc3)c2c1=O | 0.4 | 0.2 | -0.1 | 4.9
CC(=O)N1CCN(c2ccc(NC(=O)c3cc(Br)ccc3Cl)cc2)CC1 | 6.1 | 0.3 | -0.2 | -13.9
COc1nccnc1NS(=O)(=O)c1ccc(N)cc1 | -6.6 | 1.2 | 0.1 | 2.0
COc1ccc(C2(CCNCc3ccc(OC)c(OC)c3)CC(C)N(C)CC2C)cc1 (configuration not stated) | 3.0 | 0.2 | 0.4 | 17.7
COc1ccccc1N1CCN(/N=C(/C)c2cccc([N+](=O)[O-])c2)CC1 | -14.2 | -0.9 | -0.1 | 17.7
CCOC(=O)C1=C(C)N=c2s/c(=C/c3cc(C)n(C)c3C)c(=O)n2C1c1cc(OC)ccc1OC (configuration not stated) | -1.0 | 0.5 | -0.1 | -15.3
COc1ccccc1Cc1noc(-c2ccc(C)cc2)n1 | -54.4 | 0.7 | 0.4 | -14.5
COc1ccc(N(C(=O)c2cccnc2)S(=O)(=O)c2cccc([N+](=O)[O-])c2)cc1 | 5.4 | 1.9 | -0.1 | 3.9
CCOC(=O)C1=C(N)N(c2ccc(OC)cc2)C2=C(C(=O)CC(C)(C)C2)C1c1ccc(Cl)cc1 (configuration not stated) | 3.1 | 1.2 | 0.2 | 9.3
Cc1ccc(NC(=O)c2ccc(NCCN)c([N+](=O)[O-])c2)cc1Cl | -14.2 | -0.4 | 0.5 | 0.4
CCCC(=O)N1CCN(c2ccc(NC(=O)COc3ccc4ccccc4c3)cc2)CC1 | 7.0 | 0.8 | -0.1 | 12.4
Cc1cccc(CS(=O)(=O)CC2Nc3ccc(C(=O)NCCc4ccccc4)cc3NC2=O)c1 (configuration not stated) | 2.2 | 0.2 | -0.1 | -8.0
COc1cc(/C=C(\C#N)C(=O)Nc2ccc(F)cc2)cc(OC)c1OC | 1.6 | -0.1 | -0.1 | -0.4
CCOC(=O)c1ccc(NS(=O)(=O)c2cc3c(cc2C)n(C)c(=O)c(=O)n3C)cc1 | -5.1 | -0.8 | 0.0 | -7.7
O=C(NC1CCN(Cc2ccccc2)CC1)c1ccnc(NCCN2CCOCC2)c1 | -0.8 | 1.3 | 0.1 | 16.4
CCN(CC)C(=O)C1=C(C)NC(=S)NC1c1cccc(Br)c1 (configuration not stated) | -3.4 | 0.1 | 0.1 | -1.8
COc1ccc(N(CC(=O)Nc2c(C)n(C)n(-c3ccccc3)c2=O)S(=O)(=O)c2ccccc2)cc1 | 2.9 | 0.0 | -0.1 | 0.2
COc1ccc(Oc2c(C(F)(F)F)oc3c(CN4CCCCC4C)c(O)ccc3c2=O)cc1 (configuration not stated) | 0.3 | 0.5 | 0.2 | -4.2
CCOC(=O)N1CCC(n2c(SCc3cccc([N+](=O)[O-])c3)nc3ccccc3c2=O)CC1 | -17.9 | -0.2 | 0.0 | -1.7
O=C(O)c1c(CNCc2ccco2)c2ccccc2n1Cc1ccc(F)cc1Cl | -0.1 | -0.6 | -0.2 | -0.1
O=P1(Nc2ccccc2C(F)(F)F)C=C(c2ccccc2)OC(c2ccccc2)=C1 | -0.7 | 0.6 | -0.1 | 2.3
O=C(NCc1ccccc1)c1cc(NCc2ccc3c(c2)OCO3)nc2ccccc12 | 5.3 | -2.0 | 0.1 | -3.2

The last five records of the part before lead into the next.
SMILES | TEAD-YAP block | GPR151 ag | FBW7 act | MITF inh
COc1ccc(Oc2c(C(F)(F)F)oc3c(CN4CCCCC4C)c(O)ccc3c2=O)cc1 (configuration not stated) | 0.3 | 0.5 | 0.2 | -4.2
CCOC(=O)N1CCC(n2c(SCc3cccc([N+](=O)[O-])c3)nc3ccccc3c2=O)CC1 | -17.9 | -0.2 | 0.0 | -1.7
O=C(O)c1c(CNCc2ccco2)c2ccccc2n1Cc1ccc(F)cc1Cl | -0.1 | -0.6 | -0.2 | -0.1
O=P1(Nc2ccccc2C(F)(F)F)C=C(c2ccccc2)OC(c2ccccc2)=C1 | -0.7 | 0.6 | -0.1 | 2.3
O=C(NCc1ccccc1)c1cc(NCc2ccc3c(c2)OCO3)nc2ccccc12 | 5.3 | -2.0 | 0.1 | -3.2
CCN(CC)S(=O)(=O)c1ccc(C(=O)NCc2n[nH]c(=S)n2-c2cccc(Cl)c2)cc1 | 7.3 | 0.8 | -0.1 | 5.1
CCOC(=O)CN1C(c2ccc(OC)cc2OC)Nc2ccc(Br)cc2C1c1ccccc1 (configuration not stated) | 2.5 | -0.6 | -0.1 | -4.3
c1ccc(Cn2nnc3cnccc32)cc1 | 2.6 | 1.6 | 0.9 | -0.1
O=C(NCCSCc1ccco1)c1ccc(Br)cc1 | -8.8 | -1.1 | 0.0 | -1.5
O=C(Nc1ccc2[nH]ncc2c1)C1CCN(C(=O)Nc2ccc(-c3ccccc3)cc2)C1 (configuration not stated) | -11.5 | 0.5 | 0.1 | -14.4
CCC(CO)NS(=O)(=O)c1cc(-c2nnc(OC)c3ccccc23)ccc1C (configuration not stated) | -16.6 | -0.2 | 0.3 | 20.1
Cc1nc(NC(=O)CSc2ncccc2-c2nc3ccccc3[nH]2)sc1C | 73.0* | 1.1 | 0.2 | -13.3
CCc1cc(=O)n2c([nH]c3ccccc32)c1C#N | -5.8 | 2.0 | -0.1 | -2.0
NC1=NC(c2ccccc2O)n2c(nc3ccccc32)N1 (configuration not stated) | 4.4 | -0.6 | 0.1 | 2.9
CC1Cc2ccccc2N1C(=O)CCS(=O)(=O)c1ccc2c(c1)n(C)c(=O)c(=O)n2C (configuration not stated) | -2.8 | 1.9 | -0.1 | 0.8
CC(C)c1ccc2oc(-c3ccc(NC(=O)c4ccccc4Br)cc3)nc2c1 | -29.8 | -0.1 | 0.1 | 1.0
COc1cc(C)c(S(N)(=O)=O)cc1C(C)C | 8.2 | -1.6 | 0.5 | -6.6
Cn1c(=O)c2c(nc(CN3CCC(Cc4ccccc4)CC3)n2CCCO)n(C)c1=O | 6.4 | 1.0 | 0.1 | 12.6
COC(=O)C(C)N1C(=O)S/C(=C/c2ccccc2OCc2ccc(C(=O)O)cc2)C1=O (configuration not stated) | -8.1 | 3.2 | -0.2 | -11.1
CC1CCc2c(sc(NC(=O)c3ccc(Br)cc3F)c2C#N)C1 (configuration not stated) | -7.5 | -1.8 | -0.1 | 1.9
COc1ccc(C2CC(=O)C3=C(C2)Nc2ccccc2NC3c2ccccc2Cl)cc1 (configuration not stated) | -3.2 | 0.8 | 0.1 | 10.8
CCCOC(=O)C1=C(C)NC2=C(C(=O)CC(c3ccc(OC)cc3)C2)C1c1ccccc1Cl (configuration not stated) | 0.5 | 4.0 | 0.0 | 5.0
CC1CCN(c2cc(NCCO)c3c4c(onc24)-c2ccccc2C3=O)CC1 | 4.9 | -0.8 | -0.4 | 38.3
CCOC(=O)C1CCN(Cc2cn[nH]c2-c2ccc(C)cc2)CC1 | 2.1 | 0.4 | 1.2 | 10.6
N#C/C(=C\c1ccc2c(c1)OCO2)c1nc2ccccc2[nH]1 | -61.5 | 0.4 | -0.1 | 6.6
COc1cc2ccccc2cc1C(=O)Nc1ccc2c3c(cccc13)CC2 | -3.2 | 1.0 | -0.1 | 2.9
Cc1c(CC(=O)O)c2c(n1-c1ccc(Br)cc1)CC(C)(C)CC2=O | 3.4 | 1.0 | -0.1 | 2.6
COc1ccccc1OCCn1c(C)nc2ccccc21 | 7.7 | 0.3 | 0.0 | -8.9
CC(C)c1ccc(/C=C(\C#N)C(=O)Nc2ccc(S(=O)(=O)Nc3ncccn3)cc2)cc1 | -2.1 | 1.9 | 0.1 | -0.2
COc1ccc(CCN=C(N)Nc2nc(C)cc(C)n2)cc1OC | 12.4 | -0.5 | -0.3 | 0.0
COc1cccc(-n2c(SCC(=O)N3CCCC3)nc3n[nH]c(C)c3c2=N)c1 | 43.2* | -0.9 | 0.1 | 14.6
CC(C)(C)Nc1nc(NCc2ccccc2)nc(N/N=C/c2ccccc2F)n1 | 26.0 | -1.6 | -1.0 | 5.7
c1csc(CNc2ccc(N3CCOCC3)cc2)c1 | -15.1 | -0.5 | -0.5 | 12.6
